Compound activity as filed in PubChem.
TbPYK inhibitor: inhibitors of Trypanosoma brucei pyruvate kinase; hit rate 0.12% among 410,000; Potency, µM (highest dose often 76.8 µM), without a hit: at the top dose activity, negative = inhibition, hits mostly inhibitors; Q57TT1; TbPYK enzyme, Kinase-Glo Plus ATP luminescence, 45 min; also: potency is read from the fitted curve at half-maximal effect; nearly all actives have a fitted effect of over 50% in size
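Screened from lowest to highest concentration, compounds were pinned into TbPYK/substrate mixtures, and ADP (130 uM final) was added. Plates sat at room temperature for 45 min prior to Kinase-Glo Plus detection by luminescence.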
LmPK inh: blocks Leishmania mexicana pyruvate kinase activity; Potency, µM (top dose mostly 57.5 µM), without a hit: at the top dose activity change, negative = inhibition, usual class: inhibitors; Q27686; hit rate 0.37% among 290,000; purified LmPK, Kinase-Glo ATP luminescence, 1 h; also: potency is read from the fitted curve at half-maximal effect
Target sequence (Q27686 whole entry, looked up): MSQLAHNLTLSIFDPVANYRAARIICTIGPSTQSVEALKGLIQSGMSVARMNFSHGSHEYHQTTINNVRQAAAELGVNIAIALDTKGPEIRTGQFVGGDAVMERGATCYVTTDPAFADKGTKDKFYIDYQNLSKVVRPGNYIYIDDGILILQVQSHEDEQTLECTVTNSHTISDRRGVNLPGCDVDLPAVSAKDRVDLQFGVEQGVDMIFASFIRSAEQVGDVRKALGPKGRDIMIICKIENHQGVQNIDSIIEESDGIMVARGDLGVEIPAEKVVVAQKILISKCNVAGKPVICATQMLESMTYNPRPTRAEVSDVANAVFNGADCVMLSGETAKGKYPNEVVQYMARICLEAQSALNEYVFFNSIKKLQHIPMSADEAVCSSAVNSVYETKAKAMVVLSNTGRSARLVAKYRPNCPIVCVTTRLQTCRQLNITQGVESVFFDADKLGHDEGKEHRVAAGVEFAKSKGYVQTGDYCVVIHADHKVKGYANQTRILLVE
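Pyruvate kinase activity monitored as ATP production (luciferase luminescence). Conditions: 0.1 nM enzyme, 0.5 mM PEP, 0.1 mM ADP, 1 h, RT; normalized against uninhibited and no-enzyme wells.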
HCMV antiviral: inhibitors of human cytomegalovirus; HFF cells, HCMV-luciferase reporter, 72 h; active compounds read low; activity change, negative = inhibition, % at 57.5 µM; hit rate 4.5% among 410,000; AID 1259415; in the data active = activity change below about -60%; inconclusive = no clear call, values can overlap the other calls; inactive = above about -39%
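Steps: HFFs plated, 16 h 37C; compounds added; HCMV-luciferase added to MOI 1 PFU/cell; 72 h 37C; OneGlo reagent, 5 min room temperature; luminescence read, normalized to controls.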
AMA1 RON2 block: disrupts binding of P. falciparum AMA1 to RON2. AlphaScreen AMA1-biotinylated RON2 peptide binding. Potency, µM (series often up to 58.2 µM), for the others: at the highest dose activity change, negative = inhibition, most hits filed as inhibitors. hit rate 0.2% among 360,000. AID 720542;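 also: potency is read from the fitted curve at half-maximal effect; 0% = vehicle wells and -100% = peptide control; nearly all actives have a fitted effect of over 45% in size; some results filed as inactive show a strong effect at the top dose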
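AMA1 (3D7) with his tag at 25 nM final met compounds first, then biotinylated RON2 peptide at 25 nM; detection used donor plus acceptor beads, 10 µg/mL apiece, read by AlphaScreen after 30 min at room temperature.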
HCV inhibitor: blocks hepatitis C virus | Huh7.5.1 HCVcc-Cre infection, luciferase reporter, 44 h | Potency, µM (series often up to 41.8 µM), for the others: top-dose activity change, negative = inhibition, usual class: inhibitors | hit rate 3.4% among 340,000; also: potency is read from the fitted curve at half-maximal effect
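Compounds are dispensed onto cells plated 4 h earlier at 1,000 per well, with HCVcc-Cre virus (about 0.5 moi) added next. Following 44 h of culture, luminescent signal is measured for 15 sec after 15 min with substrate at room temperature.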
AmpC inh detg: blocks E. coli AmpC beta-lactamase in detergent assay | P00811 | AmpC hydrolysis of nitrocefin, absorbance 480 nm, 0.01% Triton | Potency, µM (doses to about 114 µM), for inactives: at the highest dose activity change, negative = inhibition, hits mostly inhibitors | hit rate 0.041% among 370,000;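 also: potency is read from the fitted curve at half-maximal effect; 0% = no-compound wells and -100% = no-enzyme wells; nearly all actives have a fitted effect of over 25% in size; some results filed as inactive show a strong effect at the top dose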
Target sequence (P00811 whole entry, looked up): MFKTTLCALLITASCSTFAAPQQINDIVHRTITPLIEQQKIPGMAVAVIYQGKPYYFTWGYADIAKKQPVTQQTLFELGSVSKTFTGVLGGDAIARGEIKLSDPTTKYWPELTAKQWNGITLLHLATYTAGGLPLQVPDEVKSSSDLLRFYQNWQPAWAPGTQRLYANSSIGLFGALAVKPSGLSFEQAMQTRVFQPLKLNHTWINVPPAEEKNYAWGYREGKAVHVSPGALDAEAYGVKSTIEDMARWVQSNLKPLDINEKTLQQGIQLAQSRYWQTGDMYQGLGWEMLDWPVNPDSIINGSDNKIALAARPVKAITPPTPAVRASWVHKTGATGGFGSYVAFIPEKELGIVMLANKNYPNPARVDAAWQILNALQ
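20 mM phosphate pH 7.0 + 0.01% (detergent screen) or 0.0001% Triton X-100; 5.3 nM AmpC reagent; cpd preinc 15 min RT; nitrocefin (800 uM stock) to start; A480 q20 s × 4 min; Activity was normalised to no-enzyme and no-compound control wells.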
AmpC no deterg: AmpC beta-lactamase inhibition without detergent; P00811; AmpC nitrocefin hydrolysis, absorbance 480 nm, 0.0001% Triton; Potency, µM (doses to about 57.1 µM), for the others: top-dose activity change, negative = inhibition, most hits filed as inhibitors; hit rate 0.52% among 330,000; AID 485341;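 also: potency is read from the fitted curve at half-maximal effect; plate controls were no compound for no effect and no enzyme for full effect; nearly all actives have a fitted effect of over 20% in size; some results filed as inactive show a strong effect at the top dose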
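AmpC (5.3 nM in the dispensed reagent) in 20 mM phosphate pH 7.0 with 0.01% (detergent screen) or 0.0001% Triton X-100 was preincubated with compounds for 15 min at room temperature. Nitrocefin was then added from an 800 uM solution, and hydrolysis was followed at 480 nm.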
Active calls of the source: *; & = joins results of further samples; [ ] = remark or other dose. Unless noted, calls follow the shape of the dose curve; as a rule, active = well fitted curve in the direction sought with a large enough effect; inconclusive = small, poorly fitted or top-dose-only effect, or another doubt; inactive = no such curve, though single readings can be large; an effect the other way counts as inactive or inconclusive. Unless noted, % is scaled to controls: 0 for no effect and ±100 for the full control effect.

Screening O=[N+]([O-])c1ccc(CS(=O)(=O)N2CCN(c3ccccc3)CC2)cc1 returned TbPYK inhibitor -9%, LmPK inh 0%, HCMV antiviral -27, AMA1 RON2 block -6%, HCV inhibitor 12%, AmpC inh detg inconclusive and AmpC no deterg -8%.
O=C(COc1ccccc1F)Nc1nnc(S(=O)(=O)N2CCCCCC2)s1 was read as TbPYK inhibitor 0%, HCMV antiviral 2 and AmpC inh detg 25%.
Screening O=C(c1ccco1)N1CCN(Cc2cccc3ccccc23)CC1 returned TbPYK inhibitor 14%, LmPK inh -2%, HCMV antiviral -16, AMA1 RON2 block -14%, HCV inhibitor -4%, AmpC inh detg -10% and AmpC no deterg 28%.
`C[C@@H](C(=O)NCc1ccccn1)[C@H]1C[C@]1(C)[C@H](NC(=O)OCc1ccccc1)c1ccccc1` gave TbPYK inhibitor 3%, LmPK inh -2%, HCMV antiviral -11, AMA1 RON2 block 35%[activator], HCV inhibitor 2%[8.37 µM], AmpC inh detg inconclusive and AmpC no deterg 93%[activator].
For Cc1cccc(C)c1NS(=O)(=O)c1ccc(NS(=O)(=O)c2ccc3c(c2)OCCO3)cc1 the results were TbPYK inhibitor 6%, HCMV antiviral -23 and AmpC inh detg 16%.
Screening O=C(COC(=O)c1n[nH]c2ccccc12)c1ccc(F)c(F)c1 returned TbPYK inhibitor 3%, HCMV antiviral 4, AMA1 RON2 block -7%, HCV inhibitor 8%, AmpC inh detg -10% and AmpC no deterg -13%.
Screening CC(=O)C[C@H]1c2cc(C(F)(F)F)ccc2S(=O)(=O)N1Cc1ccccc1 returned TbPYK inhibitor 0%, HCMV antiviral 38, AMA1 RON2 block -4% and HCV inhibitor -23%.
`CCCNC(=O)N1CCN(S(=O)(=O)c2ccc3c(ccn3C)c2)CC1` gave TbPYK inhibitor -12%, HCMV antiviral -9 and AmpC inh detg 0%.
`CCOC(=O)c1oc2cccc(O)c2c1CN1CCOCC1` gave TbPYK inhibitor -5%, LmPK inh 4%, HCMV antiviral 11, AMA1 RON2 block -1%, HCV inhibitor -2%, AmpC inh detg -13% and AmpC no deterg 8%.
`Cn1c(=O)n(C/C=C/c2ccccc2)c(=O)c2c1nc1n2CCCN1c1ccc(F)cc1` gave TbPYK inhibitor 5%, LmPK inh 2%, HCMV antiviral -30, AMA1 RON2 block -2%, HCV inhibitor 11µM*, AmpC inh detg -6% and AmpC no deterg 19%.
`CCOc1ccccc1CNC(=O)CCc1c(C)nn(-c2ccc(N3CCCC3)nn2)c1C` gave TbPYK inhibitor -2%, HCMV antiviral -60* and AmpC inh detg -7%.
CCn1cc(C(=O)N2CCN(c3cccc(C)c3C)CC2)c2cc(OC)c(OC)cc2c1=O was read as TbPYK inhibitor -1%, HCMV antiviral -20 and AmpC inh detg -10%.
Screening CN(C)CCN(C)Cc1ccc2c(c1)Cc1ccccc1-2 returned LmPK inh 2%, AmpC inh detg 1% and AmpC no deterg 9%.
Screening CC(C)[C@@H](N)C(=O)NCC1CCC(C(=O)N[C@@H](Cc2ccccc2)C(=O)O)CC1 (stereo partly drawn) returned TbPYK inhibitor -7%, LmPK inh 2%, HCMV antiviral 10, AMA1 RON2 block -6%, HCV inhibitor 28%, AmpC inh detg inconclusive and AmpC no deterg -11%.
`CCC(C)[C@H](NS(=O)(=O)c1ccc(C)cc1)C(=O)N1CCC(C(=O)N2CCC(C(=O)OC)CC2)CC1` (stereo partly drawn) gave TbPYK inhibitor -4%, LmPK inh 1%, HCMV antiviral 4, AMA1 RON2 block 12%, HCV inhibitor 17%, AmpC inh detg inconclusive and AmpC no deterg 104%[activator].
Cc1nnc(NC2(C(F)(F)F)C(=O)Nc3c2c(=O)n(C)c(=O)n3C)s1 (stereo not drawn) was read as TbPYK inhibitor 2%, LmPK inh -1%, HCMV antiviral -5, AMA1 RON2 block 0%, HCV inhibitor -29%, AmpC inh detg -13% and AmpC no deterg -3%.
For Cc1ccc(S(=O)(=O)NC(=O)C2(C)CCN2C(=O)Cc2ccc(Cl)cc2Cl)cc1 (stereo not drawn) the results were TbPYK inhibitor 3%, HCMV antiviral -14 and AMA1 RON2 block -10%.
Screening Cc1ccc(OCCNC(=O)CNC(=O)c2ccc(C)c(C)c2)cc1 returned TbPYK inhibitor -1%, HCMV antiviral -11, AMA1 RON2 block -11%, HCV inhibitor 5%, AmpC inh detg -18% and AmpC no deterg 7%.
Screening O=c1[nH]c(C(Cl)Cl)nc2sc3c(c12)CCN(Cc1ccccc1)C3 returned TbPYK inhibitor 1%, LmPK inh 2%, HCMV antiviral -23, AMA1 RON2 block 16%, HCV inhibitor -12%, AmpC inh detg inconclusive and AmpC no deterg -40%.
Screening COc1ccc2nc(NC(=O)c3ccc([N+](=O)[O-])o3)sc2c1 returned TbPYK inhibitor -6%, LmPK inh 2%, HCMV antiviral -27, AMA1 RON2 block 2%, HCV inhibitor inconclusive, AmpC inh detg -2% and AmpC no deterg -32%.
COC(=O)c1cc(OC)c(OC)cc1NC(=S)Nc1cccc(C(C)=O)c1 was read as TbPYK inhibitor -21%, LmPK inh 8%, HCMV antiviral 5, AMA1 RON2 block 112%[activator], HCV inhibitor 3%, AmpC inh detg -8% and AmpC no deterg -6%.
For Cc1cc(C)c(NC(=O)COc2cccnc2[N+](=O)[O-])c(C)c1 the results were TbPYK inhibitor -1%, HCMV antiviral -22, AMA1 RON2 block -1%, HCV inhibitor -4%, AmpC inh detg 1% and AmpC no deterg -16%.
Screening CCCCN(CC)CCNC(=O)c1nn(-c2ccc(OC)cc2)c(=O)c2c1c1ccccc1n2C returned TbPYK inhibitor 2%&-8%, LmPK inh 9%, HCMV antiviral -30&10, AMA1 RON2 block -7%, HCV inhibitor inconclusive, AmpC inh detg 4%&2% and AmpC no deterg -33%.
For COc1ccc(C2C(C#N)=C(C)NC3=C2S(=O)(=O)c2ccccc23)cc1 (stereo not drawn) the results were TbPYK inhibitor 3%, LmPK inh 3%, HCMV antiviral -108*, AMA1 RON2 block 2%, HCV inhibitor 13%, AmpC inh detg -10% and AmpC no deterg -12%.
For Cn1c(=O)c(C(=O)NCCCc2ccccc2)c(O)c2ccccc21 the results were TbPYK inhibitor -5%, LmPK inh -8%, HCMV antiviral -1, AMA1 RON2 block 149%[activator], HCV inhibitor 7%, AmpC inh detg -6% and AmpC no deterg -6%.
For COCCN1C=C(C(=O)OC)C(c2ccc(Cl)cc2)C(C(=O)OC)=C1 the results were TbPYK inhibitor 6%, LmPK inh 2%, HCMV antiviral -21, AMA1 RON2 block 46%[activator], HCV inhibitor -5%, AmpC inh detg -2% and AmpC no deterg 98%[activator].
`Cc1ccccc1NC(=O)Cc1nc(COC(=O)c2cc(Br)ccc2O)cs1` gave TbPYK inhibitor 0%, HCMV antiviral -13, AMA1 RON2 block 10%, HCV inhibitor inconclusive, AmpC inh detg 4% and AmpC no deterg -19%.
Screening COc1ccc(OC)c(NC(=O)c2oc3ccccc3c2NC(=O)C2CC2)c1 returned TbPYK inhibitor 4%, LmPK inh 3%, HCMV antiviral 17, AMA1 RON2 block 14%, HCV inhibitor 5%, AmpC inh detg -3% and AmpC no deterg -10%.
COc1ccc(C(=O)Nc2ccnn2C2CCN(Cc3cnn(C)c3)CC2)cc1 was read as TbPYK inhibitor 4%, LmPK inh 6%, HCMV antiviral 13, AMA1 RON2 block 15%, HCV inhibitor 19%, AmpC inh detg inconclusive and AmpC no deterg 33%.
`COc1ccc(Oc2nc(-c3ccccn3)ncc2OC)cc1` gave TbPYK inhibitor 0%, LmPK inh -7%, HCMV antiviral -25, AMA1 RON2 block 28%, HCV inhibitor inconclusive, AmpC inh detg 12% and AmpC no deterg 11%.
Screening COC(=O)c1sc(NC(=O)COc2ccc(C)cc2)nc1C returned TbPYK inhibitor -11%, LmPK inh 9%, HCMV antiviral 58, AMA1 RON2 block -9%, HCV inhibitor -18%, AmpC inh detg inconclusive and AmpC no deterg -30%.
For Cc1ccc2nc(Cl)c3cc(C(=O)N4CCCC(C)C4)sc3c2c1 (stereo not drawn) the results were TbPYK inhibitor 1%, HCMV antiviral -3 and AmpC inh detg 2%.
`CCCCN(C)Cc1cc(=O)oc2cc3c(cc12)CCCC3` gave TbPYK inhibitor 0%, LmPK inh 5%, HCMV antiviral -12, AMA1 RON2 block -9%, HCV inhibitor inconclusive, AmpC inh detg 4% and AmpC no deterg -27%.
For CCc1nn(CC(=O)NCc2ccccc2)c(=O)c2cccn12 the results were TbPYK inhibitor 3%, HCMV antiviral -1 and AmpC inh detg -5%.
`COC(=O)C1=C(C(=O)OC)[C@@H]2N(C)c3ccc(OC)cc3[C@@]23C[C@@H](C(=O)OC)N(C(=O)c2cccs2)C3=N1` gave TbPYK inhibitor -4%, LmPK inh -1%, AMA1 RON2 block -13%, HCV inhibitor 51%[activator], AmpC inh detg -9% and AmpC no deterg 82%[activator].
`CCn1c(-c2ccccc2)c(C(=O)CC#N)c2ccccc21` gave TbPYK inhibitor -2%, LmPK inh -6%, HCMV antiviral -38, AMA1 RON2 block -13%, HCV inhibitor inconclusive, AmpC inh detg 1% and AmpC no deterg -50%.
For OCCOc1ccc(CN2CCCC(N3CCN(c4ccc(F)cc4)CC3)C2)cc1 (stereo not drawn) the results were TbPYK inhibitor -23%, LmPK inh -4%, HCMV antiviral -4, AMA1 RON2 block -6%, HCV inhibitor -15%, AmpC inh detg inconclusive and AmpC no deterg -4%.
S=C1NCN(Cc2ccco2)CN1Cc1ccco1 was read as TbPYK inhibitor 2%, LmPK inh 1%, HCMV antiviral -11, AMA1 RON2 block -11%, HCV inhibitor 5%, AmpC inh detg 7% and AmpC no deterg -18%.
Screening O=C(Nc1ccc2c(c1)OCO2)C1CCCN(c2nc3ccccc3s2)C1 (stereo not drawn) returned TbPYK inhibitor 2%, LmPK inh 3%, HCMV antiviral -8, AMA1 RON2 block -5%, HCV inhibitor inconclusive, AmpC inh detg 6% and AmpC no deterg -39%.

Gathered by group, those above containing a cyano group (2)
For COc1ccc(C2C(C#N)=C(C)NC3=C2S(=O)(=O)c2ccccc23)cc1 (stereo not drawn) the results were TbPYK inhibitor 3%, LmPK inh 3%, HCMV antiviral -108*, AMA1 RON2 block 2%, HCV inhibitor 13%, AmpC inh detg -10% and AmpC no deterg -12%.
`CCn1c(-c2ccccc2)c(C(=O)CC#N)c2ccccc21` gave TbPYK inhibitor -2%, LmPK inh -6%, HCMV antiviral -38, AMA1 RON2 block -13%, HCV inhibitor inconclusive, AmpC inh detg 1% and AmpC no deterg -50%.
